Screens deposited in PubChem BioAssay by several laboratories.
Cardio protect – cardioprotection against H2O2-induced cell death, primary screen, uHTS, H9c2 cells, ATPLite luminescence | 0.63% of 360,000 active | H9c2 cardiomyocytes, H2O2 injury protection, 2 h | AID 588492, 2011 | protection from H2O2 cell death, % at 20 µM;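 active = compounds giving at least 50% protection of heart cells from peroxide-induced death in the single-dose screen, raw or plate-pattern-corrected value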;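 also: 0% = DMSO wells with peroxide and 100% = DMSO wells without peroxide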
ABHD5-PLIN5 inh – ABHD5-PLIN5 interaction inhibitors, primary screen, cell lysate, split luciferase complementation, luminescence; inhibition, % at 4 µM; AID 602281, 2012; 0.78% of 360,000 active; Perilipin-5 (Homo sapiens) + 1-acylglycerol-3-phosphate O-acyltransferase ABHD5 (Homo …; Split G. princeps luciferase complementation, 4 h;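 active = inhibition above the mean inhibition across every tested compound plus 3 SD, cut at about 22% in these data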;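 also: 0% = DMSO only wells and the 100% control is not disclosed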
Target sequence (Q00G26 whole entry, looked up): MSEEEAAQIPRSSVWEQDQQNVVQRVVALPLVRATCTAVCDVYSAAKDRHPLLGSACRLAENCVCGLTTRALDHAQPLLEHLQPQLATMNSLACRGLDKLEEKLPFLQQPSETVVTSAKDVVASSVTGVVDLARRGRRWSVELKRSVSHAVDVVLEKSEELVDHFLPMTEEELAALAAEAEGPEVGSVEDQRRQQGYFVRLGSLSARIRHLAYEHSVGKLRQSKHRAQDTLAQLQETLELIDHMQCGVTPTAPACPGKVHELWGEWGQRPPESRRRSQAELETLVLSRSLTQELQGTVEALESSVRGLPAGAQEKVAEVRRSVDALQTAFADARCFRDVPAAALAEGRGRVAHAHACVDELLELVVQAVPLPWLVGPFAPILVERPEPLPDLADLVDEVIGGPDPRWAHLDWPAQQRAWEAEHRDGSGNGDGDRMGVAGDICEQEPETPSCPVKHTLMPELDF
Target sequence (Q8WTS1 whole entry, looked up): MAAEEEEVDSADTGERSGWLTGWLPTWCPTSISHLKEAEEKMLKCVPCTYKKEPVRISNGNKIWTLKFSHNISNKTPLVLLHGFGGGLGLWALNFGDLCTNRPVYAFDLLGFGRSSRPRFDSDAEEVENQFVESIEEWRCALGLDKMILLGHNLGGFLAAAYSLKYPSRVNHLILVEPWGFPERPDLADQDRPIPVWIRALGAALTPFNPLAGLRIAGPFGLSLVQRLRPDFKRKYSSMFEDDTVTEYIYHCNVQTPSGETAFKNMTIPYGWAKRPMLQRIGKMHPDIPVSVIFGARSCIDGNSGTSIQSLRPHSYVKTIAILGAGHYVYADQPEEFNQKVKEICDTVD
N-glyco inh – increase of ERlucT glycosylation luciferase signal, primary screen, N-linked glycosylation inhibitor project, D54 ERlucT cells, luminescence, set 2. D54 ERlucT glycosylation luciferase reporter, 24 h; percent of 100 nM tunicamycin response. reporter increase, % at 12.5 µM. 0.23% of 360,000 active;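 active = mean luciferase reporter signal, scaled so untreated is 0 and the glycosylation-blocking control 100, at or above a set limit in every replicate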;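 also: luciferase carries N-glycosylation sites so blocking glycosylation raises the light; 0% = median of neutral control wells and 100% = median of 100 nM tunicamycin wells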
m5-HT2A agonist – mouse Htr2a agonists via beta-arrestin recruitment, primary screen, cell-based, luminescence; 5-hydroxytryptamine receptor 2A (Mus musculus), P35363; CHO-K1 mHTR2A beta-arrestin complementation; percent of 30 µM serotonin response; activation, % at 7.6 µM; 0.66% of 360,000 active; AID 624169, 2012;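 active = activation above a run cutoff, the mean activation of all tested compounds plus 3 SD, cut at about 14% in these data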;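 also: 0% = plate median of compound wells and 100% = 30 µM serotonin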
Granule exo inh – LAMP-1 surface exposure blockers, TALL-104 cells – cell-based, flow cytometry, MLPCN library, primary screen. TALL-104 LAMP-1 surface exposure; cells stimulated with thapsigargin and PMA. inhibition, % at 10 µM. 0.66% of 360,000 active. AID 651702, 2012;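 active = inhibition above about 55%, limit read from the data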
aDG glyco up – activators of alpha-DG glycosylation, primary screen, uHTS, Pro5-aDG cells, AlphaScreen; alpha-DG glycosylation AlphaScreen (IIH6); 0% Pro5, 100% B10-LARGE cell signal; activation, % at 10 µM; 0.22% of 360,000 active; AID 624168, 2012;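 active = activation of at least 8% versus controls, or a plate z-score of at least 8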;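 also: Pro5 are CHO cells carrying HIG-tagged alpha-DG that lacks glycosylation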
iPSC survival up – enhancers of single-cell hiPSC survival, primary screen, ATPlite luminescence; survival enhancement, % at 20 µM; 0.044% of 360,000 active; 100% = ROCK inhibitor wells, 0% = DMSO; in the data active = survival enhancement above about 18%;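 also: cells exposed to compounds for 16 hours before the ATP read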
MC4R barr agon – MC4R agonists recruiting beta-arrestin, primary screen, cell-based, luminescence, agonist arm of biased-ligand search. activation, % at 8.9 µM. 0.98% of 360,000 active. Melanocortin receptor 4 (Homo sapiens), P32245. U2OS MC4R beta-arrestin complementation; percent of melanotan II response, DMSO zero;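 active = activation above a per-plate cutoff, the mean activation of sample wells on that plate plus 3 SD, cut at about 8% in these data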
ABCB6 inh MLPCN – ABCB6 transporter inhibitors, primary screen, K562-ABCB6 cells, flow cytometry, MLPCN library. fluorescence ratio to DMSO, % at 10 µM. ATP-binding cassette sub-family B member 6 (Homo sapiens), Q9NP58. 0.19% of 360,000 active. K562-ABCB6 porphyrin accumulation, 1 h; active compounds read low;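 active = fluorescence ratio to DMSO below 75%, the collection mean minus 3 SD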;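 also: signal is porphyrin accumulated inside mitochondria; 100% equals median channel fluorescence of DMSO control wells; lower ratio means ABCB6 inhibition with less porphyrin fluorescence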
MC4R antagonist – MC4R antagonists of cAMP signaling, primary screen, cell-based, TR-FRET, antagonist arm of biased-ligand search; Melanocortin receptor 4 (Homo sapiens), P32245; MC4R-expressing cells, MTII-stimulated cAMP, LANCE TR-FRET; inhibition, % at 6.5 µM; 0.48% of 360,000 active; AID 540295, 2011;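 active = inhibition above its plate's cutoff, the mean of tested wells on that plate plus 3 SD, cut at about 29% in these data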;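 also: 0% = Melanotan II alone and 100% = Melanotan II plus saturating MCL0020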
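Material: U2OS-MC4R stable cell line | Reagent: Melanotan II challenge after compound preincubation | Doses: One concentration, 6.5 µM nominal | Incubation: 30-min compound preincubation, 1-h Melanotan II challenge, 1-h detection, room temperature | Signal: TR-FRET cAMP assay | Replicates: One well per compound, no replicates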
The depositor's hits bear a star; . = not tested or not shown.

Structure,Cardio protect,ABHD5-PLIN5 inh,N-glyco inh,m5-HT2A agonist,Granule exo inh,aDG glyco up,iPSC survival up,MC4R barr agon,ABCB6 inh MLPCN,MC4R antagonist
CCOc1ccccc1NC(=O)CN(c1ccc(OC)cc1)S(=O)(=O)c1c(C)noc1C,8,12,34*,-1,-3,0.0,-2.8,-1.5,97,-25
Cc1ccc(C(O)(CNCc2ccccc2)c2ccccc2)cc1 (stereo not drawn),-5,-10,-4,1,23,0.4,-0.3,-0.3,101,8
COc1ccc(-n2c(SCC#N)nnc2-c2cccnc2)cc1,0,-2,2,1,-1,0.0,-2.7,-0.5,97,-3
Cc1cc([N+](=O)[O-])nn1CC(=O)NCc1nc2ccccc2[nH]1,0,-4,2,-4,1,0.1,0.0,-1.9,101,-3
Cc1ccc2nc(NC(=O)c3ccccc3F)sc2c1,-17,-1,-18,-4,1,-0.1,-0.8,0.1,98,2
COc1ccc(OCc2nnc3n2N=C(c2ccc(C)cc2)CS3)cc1,-15,6,-1,0,-4,-0.1,-0.2,-0.6,95,-15
Cc1cc(OCC(=O)NCC2CCC(C(=O)O)CC2)c2c(C)cc(=O)oc2c1 (stereo not drawn),-1,2,1,5,-5,0.0,-0.9,-1.6,101,0
COC(=O)Nc1nc2ccc(C(=O)c3cccs3)cc2[nH]1,-5,2,-2,-4,-1,0.1,-3.6,-0.7,92,-28
O=C(NCC(c1ccco1)N1CCCC1)c1ccc(S(=O)(=O)Nc2ccc(F)cc2)cc1 (stereo not drawn),-8,1,-3,-5,4,-0.2,-0.7,0.9,99,19
O=C(NC1CCN(Cc2ccccc2)CC1)c1cc(Br)c(Br)[nH]1,-6,-6,-4,-12,11,-0.1,-0.5,2.8,108,9
CS(=O)(=O)N1Cc2cc(C(=O)NCC3CC3)nc(-c3cccc(-c4cccnc4)c3)c2[C@H]1CCO,.,-7,.,1,-5,-0.1,0.5,.,99,.
COc1ccc(/C=N/OCC(=O)Nc2nc3ccccc3s2)cc1OC,-3,-2,1,-1,1,-0.1,-1.3,-0.8,98,2
CC(C)OC(=O)C(CC(=O)O)NCc1ccccc1 (stereo not drawn),0,2,2,1,1,-0.4,5.6,0.2,111,-1
COc1ccc(-c2cn(Cc3ccc(C(=O)NCc4ccc(C)cc4)cc3)c(C(C)N)n2)cc1 (stereo not drawn),4,12,-3,-7,-15,0.3,-2.7,0.1,96,10
CC(C)(C)NC(=O)C(c1ccccc1)N(C(=O)C1CSC(=O)C1)c1ccccc1 (stereo not drawn),-2,2,-1,-1,1,-0.1,-0.8,-0.1,99,2
Cc1ccccc1N1CCN(CCCN2C(=O)CC(=C(c3ccccc3)c3ccccc3)C2=O)CC1,4,7,0,-9,1,0.0,1.5,-2.6,99,-1
C=CCc1ccc(OCCN2CCc3ccccc3C2)c(OC)c1,-9,0,-2,-2,3,0.6,-0.9,0.3,98,17
COc1ccc(S(=O)(=O)Nc2c(C)n(C)n(-c3ccccc3)c2=O)cc1,11,1,-1,4,-1,-0.1,0.6,-0.5,88,-3
Cc1cc(C(=O)Nc2nnc(C3CC3)s2)c(C)s1,-5,-3,0,2,-1,-0.1,-3.3,1.2,100,20
NC(=O)C1CCN(CC(=O)Nc2ccc(S(=O)(=O)N3CCOCC3)cc2)CC1,5,0,4,2,0,0.2,-0.5,-1.7,87,5
CC(C)C(CCNC(=O)CC(Cc1ccccc1)c1ccco1)c1ccco1 (stereo not drawn),-6,9,-3,-2,13,0.2,0.3,0.2,86,0
OCCC1CN(Cc2cccn2-c2cccnc2)CCN1C1CCCC1 (stereo not drawn),-5,-3,-1,-2,0,0.0,-0.1,-0.9,100,6
CCN(CC)S(=O)(=O)c1ccc2[nH]cc(C(=O)NCCN3CCCCCC3)c(=O)c2c1,12,16,0,-7,-4,-0.3,-0.4,1.6,102,15
CC(C)c1cccc(-c2csc(C(C)(O)c3cccc(F)c3)n2)c1 (stereo not drawn),-7,-13,-2,3,7,1.0,0.8,1.1,93,7
O=C(NC(N1CCOCC1)C(Cl)(Cl)Cl)c1cc([N+](=O)[O-])cc([N+](=O)[O-])c1 (stereo not drawn),14,4,5,12,2,0.6,-0.3,-1.9,93,-3
O=C(NCc1cccs1)C(=O)NCC1OCCCN1S(=O)(=O)c1cc(F)ccc1F (stereo not drawn),1,-3,-1,3,1,0.3,-0.2,-2.3,98,-2
CCN(CC(=O)Nc1ccccc1OC)CC(=O)Nc1ccccc1C(F)(F)F,-2,-1,3,-1,0,0.0,0.7,-1.4,90,7
COc1ccc([N+](=O)[O-])cc1NC(=O)C(C)OC(=O)CC1CCCC1 (stereo not drawn),2,-7,-1,-6,-1,0.5,0.2,-1.1,91,0
CN(C)c1cc(N/N=C/c2ccccc2C(F)(F)F)nc(N(C)C)n1,-7,-22,2,1,6,0.4,1.1,0.9,89,-2
Clc1ccc2oc(-c3cccnc3NCc3ccccc3)nc2c1,-4,-4,-1,-5,0,0.0,-4.1,-1.4,97,2
CCn1c(=O)c2cc(S(=O)(=O)NC3CCCCC3)ccc2n(CC)c1=O,-3,0,-1,-2,-5,0.2,-1.5,-0.6,102,13
CCOC(=O)c1ccc(NC(=S)N2CCN(c3ccccn3)CC2)cc1,-2,-3,2,8,-1,0.0,-0.1,1.4,102,14
O=C1CC(=O)N(Cc2cccs2)C(=O)N1,-5,-1,-1,-1,1,0.0,2.6,-1.9,94,7
Cc1cccn2cc(CCNS(=O)(=O)c3ccc([N+](=O)[O-])cc3)nc12,3,8,0,4,5,-0.1,0.6,-0.6,98,4
COc1ccccc1Oc1ccc(N/C=C/C(=O)c2ccco2)cc1,-11,1,-3,-3,-2,3.3,-0.8,-3.5,101,10
CC(=O)NC(Cc1c[nH]c2ccccc12)C(=O)NCCc1ccccc1 (stereo not drawn),1,0,1,1,-1,0.1,0.7,0.1,98,6
CCOc1ccc(S(=O)(=O)N2CCOCC2)cc1NC(=O)CSCC(=O)Nc1ccc(C)cc1,-5,0,1,-4,2,-0.4,0.4,-1.4,101,6
COc1ccc(CNC(=O)Nc2nc(C(N)Cc3ccc(C(F)(F)F)cc3)cs2)cc1 (stereo not drawn),-11,-5,0,-2,20,-0.3,-2.0,16*,98,-7
Cn1c2c(c(=O)n(C)c1=O)CN(CCN1CCNCC1)CN2,2,-2,4,-1,2,0.0,-0.8,1.7,104,7
O=[N+]([O-])c1ccc(Nc2nc(N/N=C\c3ccc4c(c3)OCO4)nc(N3CCCCC3)n2)cc1,41,-2,-6,-4,1,-1.0,-0.1,-2.9,94,7
COc1ccc(N2CCN(S(=O)(=O)CCNC(=O)C3CC(=O)N(c4ccccc4)C3)CC2)cc1 (stereo not drawn),-7,-3,0,-1,0,1.7,0.0,-1.8,95,2
COc1ccc(OC)c(NC(=O)C2(C)CCN2Cc2cccc(OC)c2OC)c1 (stereo not drawn),2,1,-4,-6,8,0.4,-1.1,-0.3,71*,15
Cc1ccc(SCc2c(C(=O)N/N=C/c3cccs3)nnn2-c2nonc2N)cc1,7,1,1,0,7,-0.1,-2.1,-0.1,98,-4
O=C(O)c1[nH]c2ccccc2c1NS(=O)(=O)Cc1ccccc1,-6,-6,2,1,-1,-0.5,3.9,-2.0,101,4
COc1ccc(-c2[nH]ncc2/C=C(/C#N)C(=O)NC2CCCCCC2)cc1,11,-1,6,1,-1,-0.2,-2.1,2.9,107,-8
O=C(O)c1cc(S(=O)(=O)N2CCN(c3ccccn3)CC2)ccc1Cl,-1,-1,2,0,-3,0.0,-0.1,-1.8,96,-3
O=C(NCC(O)c1ccc([N+](=O)[O-])cc1)C(c1ccccc1)c1ccccc1 (stereo not drawn),2,-2,-2,11,-12,0.0,-0.1,0.5,98,1
COc1ccc2[nH]c(C(=O)Nc3ncc(C)cc3Br)cc2c1,0,-3,0,-4,3,0.0,-0.2,-0.7,100,9
COc1ccc(C(=O)N2CCN(c3ncccn3)CC2)cc1,-3,1,0,1,-7,-0.1,2.2,-1.9,98,4
CN1CCN(c2nc3c(c(=O)[nH]c(=O)n3C)n2Cc2ccc([N+](=O)[O-])cc2)CC1,11,-1,2,6,1,0.0,-0.3,-0.6,102,-1
c1ccc(CSCc2ccccc2)cc1,0,-6,-2,6,-1,-0.1,-1.7,1.4,100,20

3 entries out of the list, sorted by SMILES length, rising:
Structure,Cardio protect,ABHD5-PLIN5 inh,N-glyco inh,m5-HT2A agonist,Granule exo inh,aDG glyco up,iPSC survival up,MC4R barr agon,ABCB6 inh MLPCN,MC4R antagonist
CC(C)C(CCNC(=O)CC(Cc1ccccc1)c1ccco1)c1ccco1 (stereo not drawn),-6,9,-3,-2,13,0.2,0.3,0.2,86,0
Cc1cccn2cc(CCNS(=O)(=O)c3ccc([N+](=O)[O-])cc3)nc12,3,8,0,4,5,-0.1,0.6,-0.6,98,4
COc1ccc(-c2cn(Cc3ccc(C(=O)NCc4ccc(C)cc4)cc3)c(C(C)N)n2)cc1 (stereo not drawn),4,12,-3,-7,-15,0.3,-2.7,0.1,96,10
